ERG Ets-DNA blk: inhibitors of human ERG Ets domain-DNA interaction | fluorescence polarization, His-ERG Ets domain / labelled DNA | Potency, µM (highest dose often 76.9 µM), without a hit: top-dose FP activity, negative = inhibition, most hits filed as inhibitors | 0.028% of 370,000 active | AID 624246; active = well fitted inhibition curve with a large enough effect in the polarisation, with a control signal flat; inconclusive = small, poorly fitted or top-dose-only effect, or effect the other way, or a change in a side signal; inactive = no such curve, though single readings can be large or run the other way; the % refers to the polarisation;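 also: polarization taken with two DNA probes labelled with fluorescein and Texas red; potency is read from the fitted curve at half-maximal effect; % of control where 0% means no effect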
Target sequence (P11308 whole entry, looked up, the tested form may be a part): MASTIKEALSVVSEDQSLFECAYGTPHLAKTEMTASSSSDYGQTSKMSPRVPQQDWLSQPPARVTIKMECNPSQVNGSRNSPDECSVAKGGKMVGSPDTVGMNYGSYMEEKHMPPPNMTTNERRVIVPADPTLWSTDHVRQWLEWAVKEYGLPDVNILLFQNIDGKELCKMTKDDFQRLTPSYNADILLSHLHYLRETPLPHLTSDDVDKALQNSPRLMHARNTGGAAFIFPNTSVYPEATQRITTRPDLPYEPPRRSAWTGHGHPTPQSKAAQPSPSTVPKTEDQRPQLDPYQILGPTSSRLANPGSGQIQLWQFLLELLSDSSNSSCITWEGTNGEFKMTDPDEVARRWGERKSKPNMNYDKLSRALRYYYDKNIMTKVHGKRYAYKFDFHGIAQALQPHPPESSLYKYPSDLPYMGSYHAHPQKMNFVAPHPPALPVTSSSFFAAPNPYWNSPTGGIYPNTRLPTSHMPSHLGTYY
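His-tagged ERG Ets domain (1 uM in the protein solution; 300mM KCl, 50mM Tris-HCl, 1mM EDTA, 1mM DTT, pH 7.5) received compound, then a probe mix of 5 nM fluorescein-DNA and 100nM Texas-615-DNA. Fluorescence polarization was read for both dyes.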
Pol kappa inh: blocks human DNA polymerase kappa activity; 0.53% of 400,000 active; Potency, µM (series often up to 107 µM), without a hit: at the highest dose activity, negative = inhibition, usual class: inhibitors; purified Pol kappa, fluorescent DNA synthesis assay, 10 min; Q9UBT6; also: potency is read from the fitted curve at half-maximal effect; % is scaled to controls: 0 for no effect and ±100 for the full control effect
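Kinetic fluorescence readout at 0 and 10 min followed reaction start with substrate at 50 nM final. Beforehand, enzyme (10 nM Pol kappa) stood 15 min with compound at room temperature; buffer-only wells were negative controls.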
BLM inh: inhibitors of human Bloom syndrome helicase BLM; recombinant BLM DNA unwinding, fluorescence dequenching; Potency, µM (series often up to 56.1 µM), for inactives: at the highest dose activity change, negative = inhibition, usual class: inhibitors; 0.2% of 350,000 active;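 also: potency is read from the fitted curve at half-maximal effect; plate controls were vehicle for no effect and no enzyme for full effect; nearly all actives have a fitted effect of over 35% in size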
Pol iota inh: inhibitors of human DNA polymerase iota; Pol iota fluorescent replication assay, 10 min; 1% of 390,000 active; Potency, µM (doses to about 115 µM), inactives show at the highest dose activity, negative = inhibition, hits mostly inhibitors; Q9UNA4; AID 588590; also: potency is read from the fitted curve at half-maximal effect
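Pol iota at 10 nM preincubated 15 min with compounds at room temperature; reaction started with fluorescent substrate, 50 nM final. Fluorescence read kinetically at 0 and 10 min; buffer-only wells as negative control.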
ALOX12 inh: inhibitors of human 12S-lipoxygenase ALOX12; P18054; purified 12hLO, xylenol orange hydroperoxide absorbance; 1.1% of 580,000 active; Potency, µM (doses to about 108 µM), for inactives: at the highest dose activity change, negative = inhibition, usual class: inhibitors; also: potency is read from the fitted curve at half-maximal effect; % is scaled to controls: 0 for no effect and ±100 for the full control effect
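Purified human 12hLO at 150 nM in 25 mM Hepes, 0.01% Triton X-100, pH 7.0, preincubated 15 min at room temperature with compound. Reaction started with 40 uM arachidonic acid, 30 min at room temperature. Hydroperoxide measured by Fe-xylenol orange, 573/405 nm absorbance ratio.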
POLB inh: DNA polymerase beta (human) inhibition; P06746; Pol beta primer extension/strand displacement, fluorescence kinetic; Potency, µM (titrated, usually from 114 µM), for inactives: at the top dose activity change, negative = inhibition, usual class: inhibitors; AID 485314; 1.3% of 340,000 active; also: potency is read from the fitted curve at half-maximal effect; % is scaled to controls: 0 for no effect and ±100 for the full control effect
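Preincubation: enzyme (10 nM) with compound, 15 min, RT. Reaction: substrate added to 50 nM final. Reads: 0 and 10 min. Analysis: normalized, Hill fit.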
TRHR agonist: TRH receptor (human) agonism; 0.18% of 360,000 active; activation, % at 2 µM; AID 493084; TRHR cells, calcium flux fluo-8, FDSS agonist mode; P34981; in the data active = activation above about 30%; also: 0% is about no effect
Target sequence (P34981 whole entry, looked up): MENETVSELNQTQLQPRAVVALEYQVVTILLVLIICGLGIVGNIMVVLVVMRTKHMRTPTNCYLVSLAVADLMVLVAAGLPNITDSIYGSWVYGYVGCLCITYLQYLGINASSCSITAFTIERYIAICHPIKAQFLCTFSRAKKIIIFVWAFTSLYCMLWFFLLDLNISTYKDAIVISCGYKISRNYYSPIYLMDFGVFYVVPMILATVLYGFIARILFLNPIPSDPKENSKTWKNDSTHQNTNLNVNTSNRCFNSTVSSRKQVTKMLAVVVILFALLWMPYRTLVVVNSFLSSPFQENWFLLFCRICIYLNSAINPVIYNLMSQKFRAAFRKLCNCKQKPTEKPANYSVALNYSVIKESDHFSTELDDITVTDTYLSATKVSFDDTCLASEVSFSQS
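Read-out: compound-evoked intracellular calcium rise in TRHR cells, fluo-8 dye, kinetic FDSS fluorescence at 1 s/cycle following a 10-cycle baseline. Cells cultured overnight before dye loading (30 min–1.5 h, RT).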
Apoferritin bind: binds horse apoferritin like a general anesthetic; P02791; 0.074% of 350,000 active; apoferritin/1-aminoanthracene competitive binding, fluorescence; Potency, µM (titrated, usually from 77.5 µM), without a hit: top-dose activity change, negative = displacement, most hits filed as inhibitors; also: potency is read from the fitted curve at half-maximal effect; % is scaled to controls: 0 for no effect and ±100 for the full control effect; nearly all actives have a fitted effect of over 20% in size
Target sequence (P02791 2-175 limits assumed): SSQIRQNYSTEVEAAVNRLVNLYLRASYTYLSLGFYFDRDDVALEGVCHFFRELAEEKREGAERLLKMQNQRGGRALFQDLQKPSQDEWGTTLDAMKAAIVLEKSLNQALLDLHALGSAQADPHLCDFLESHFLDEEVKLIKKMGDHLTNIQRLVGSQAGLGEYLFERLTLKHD
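Concentration-response curves derived by four-parameter Hill fitting of normalized fluorescence, where compounds displaced 1-AMA from 10 uM horse apoferritin following a brief 10 min room-temperature incubation; propofol titration acted as positive control.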
APE1 inh: inhibitors of human APE1 endonuclease. recombinant APE1, TAMRA/BHQ-2 abasic DNA cleavage fluorescence. Potency, µM (titrated, usually from 65.8 µM), for inactives: at the highest dose activity change, negative = inhibition, most hits filed as inhibitors. 0.35% of 350,000 active. AID 2517;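 also: potency is read from the fitted curve at half-maximal effect; plate controls were vehicle for no effect and reference inhibitor for full effect; nearly all actives have a fitted effect of over 55% in size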
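Measures dequenching upon AP-site incision of a 5'-TAMRA/3'-BHQ-2 THF-containing duplex, 50 nM; human APE1 0.75 nM after 15 min room-temperature exposure to compound; kinetic three-point read at one-minute spacing.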
Active calls of the source: *; i = inactive; ? = inconclusive; nt = no result given; & = joins results of further samples; [ ] = remark or other dose. Unless noted, calls follow the shape of the dose curve; as a rule, active = well fitted curve in the direction sought with a large enough effect; inconclusive = small, poorly fitted or top-dose-only effect, or another doubt; inactive = no such curve, though single readings can be large; an effect the other way counts as inactive or inconclusive. A portion of the library (hit frequency here may not be typical).

Values in the order: ERG Ets-DNA blk	Pol iota inh	TRHR agonist	BLM inh	POLB inh	Apoferritin bind	Pol kappa inh	ALOX12 inh	APE1 inh
- COC(=O)c1ccccc1NC(=O)C(CCS(C)(=O)=O)NC(C)=O (stereo not given)
 : 0%	6%	1.6	-3%	71%	-4%	-7%	-17%	13%
- COCc1cc(=O)[nH]c(/N=C(\N)Nc2c(F)cccc2F)n1
 : 0%	64%[activator]	-0.1	0%	2%	-1%	-9%	i	0%
- COc1cc(NS(=O)(=O)c2c(C(=O)N3CCOCC3)c(C)n(C)c2C)cc(OC)c1OC
 : 1%	-18%	0.4	-1%	11%	-5%	-1%	29%	51%[activator]
- COC(=O)c1c(-c2cc(OC)c(OC)c(OC)c2)c2ccnc(OCc3ncccn3)c2c(=O)n1Cc1ccnc(C)c1
 : nt	2%[58.9 µM]	nt	4%	21%[57.1 µM]	nt	-9%[19.4 µM]	?	-7%&4%
- COC(=O)c1ccc2c(=O)n(Cc3ccc(C(=O)NC4CCCC4)cc3)c(=S)[nH]c2c1
 : 1%	27%	0.1	-3%	3%	-5%	-1%	-12%	20%
- COc1cccc(/C=N/c2oc(-c3ccccc3)cc2C#N)c1O
 : 2%	7%	-1.0	-3%	-5%	-11%	-11%	?	?
- CCN(C(=O)c1ccc(NC(=O)c2ccco2)cc1)c1ccccc1
 : 4%	38%[activator]	-0.3	1%	-1%	-4%	-8%	i	-2%
- CCOc1ccccc1NC(=S)N1CCC(c2nc3ccccc3o2)CC1
 : 5%	-8%	-1.7	-8%	6%	-3%	-10%	-23%	?
- Cc1ccc(NC(=O)Cn2c(=O)n(Cc3ccccc3)c(=O)c3c(C)c(C(=O)N(C)C)sc32)c(C)c1
 : -1%	20%	-0.7	-7%	3%	-10%	-4%[60.1 µM]	-15%	nt
- COc1ccc(/C=C/C(=O)NCC(=O)N/N=C(/C)c2ccco2)cc1
 : 9%	-1%	-0.1	-2%	1%	-4%	-18%	0%	-23%
- CCOC(=O)C(C#N)=CN1CCN(C(=O)CCCl)c2ccccc21
 : 5%	2%	nt	nt	nt	nt	-5%	-14%	nt
- O=C(CSc1nnc(NC(=O)c2ccccc2)s1)NCC1CCCO1 (stereo not given)
 : 19%	8%	0.1	-7%	46%	-6%	-13%	0%	21%
- CCOc1ccccc1NC(=O)CN1C(=O)C2(SCC(=O)N2c2cccc(F)c2)c2ccccc21 (stereo not given)
 : -2%	-21%	0.7	1%	1%	?	6%	-2%&-3%	nt
- COc1ccc(C(=O)c2oc3ccc(OC)cc3c2N)cc1
 : 1%	-19%	1.2	-6%	0%	0%	6%	-21%	-5%
- Cc1ccc(Nc2c(-c3ccc(C)s3)nc3ncccn23)cc1
 : -3%	-6%	-0.3	-5%	-6%	4%	-18%	-2%	nt
- NS(=O)(=O)c1ccc(N/C=C\C(=O)c2ccc(F)cc2)cc1
 : -1%	111%[activator]	-0.2	-7%	31%[activator]	3%	-15%	-6%	10%
- COc1cc(OC)cc(C(=O)Nc2ccc(S(=O)(=O)Nc3cnc4ccccc4n3)cc2)c1
 : -2%	104%[activator]	nt	nt	nt	nt	-5%	?	nt
- COCCCN1C2=C(C(=O)CC(C)(C)C2)C(c2ccc(O)c(OC)c2)C2=C1CC(C)(C)CC2=O
 : 3%	127%[activator]	-0.7	-1%	41%	-18%	5%	64%[activator]	11%
- COCC(=O)N(Cc1cc2ccccc2[nH]c1=O)c1ccccc1OC
 : 11%	-2%	0.6	0%	?	-3%	-4%	-10%	-3%
- COc1ccc(NCC(=O)Nc2cccc(S(=O)(=O)N3CCCC3)c2)cc1Cl
 : 1%	-23%	nt	nt	nt	nt	-19%	0%	-2%
- N/C(=N\OC(=O)c1cccc(Br)c1)c1ccncc1
 : 0%	69%[activator]	-0.9	-7%	-15%	-10%	-3%	-5%	-5%
- CCc1cccc(C)c1NC(=O)Cn1cnc2c1c(=O)n(C)c(=O)n2C
 : 0%	-8%	-0.1	-1%	-13%	-5%	-18%	-1%&8%	nt
- COc1cc(C2c3c(oc4cc(C)c(C)cc4c3=O)C(=O)N2c2cc(C)ccn2)ccc1O (stereo not given)
 : 1%	1%	-0.1	-2%	-2%	-2%	-3%	-2%	-4%
- O=C(COC(=O)c1ccc(S(=O)(=O)NCc2ccco2)cc1)c1ccccc1
 : -4%	52%[activator]	-1.0	-6%	?	-5%	-11%	-9%&-18%	?
- CCOC(=O)c1c(C)[nH]c(C)c1S(=O)(=O)N(C)CC(=O)Nc1cccc(C)n1
 : 2%	-9%	-0.7	0%	5%	-5%	-10%	-23%	-20%
- COc1ccc(CN(CCCN2CCOCC2)C(=O)Nc2ccccc2)cc1OC
 : 0%	-2%	0.2	-1%	-17%	-23%	3%	16%	6%
- CCc1ccc(NC(=O)C(=O)NNC(=O)COc2cccc(OC)c2)cc1
 : -1%	15%	0.5	-5%	-5%	-20%	-3%	1%	-2%
- Cc1cccc(OCc2nnc(-c3ccc(F)cc3)o2)c1
 : -13%	-11%	-0.5	nt	nt	nt	3%	52%[activator]	-8%
- CCc1ccccc1N1CCN(S(=O)(=O)c2cc(OC)ccc2OC)CC1
 : -3%	-20%[58.9 µM]	1.3	-17%	-7%	74%[activator]	-5%	2%	5%
- COc1ccc(C2=C(N3CCN(c4cc(Cl)ccc4C)CC3)c3ccccc3C2=O)cc1
 : 1%	18%	-0.2	-6%	-3%	-12%	3%	-11%	nt
- Nc1ncnc2nc(SCCN3CCCCC3)[nH]c12
 : -2%	15%	-2.2	-5%	24%	9%	5%	-2%	-1%
- CCOc1ccc(C(OC(=O)c2ccco2)C(=O)NCc2ccc(C)cc2)cc1 (stereo not given)
 : 1%	0%	1.3	-6%	-1%	-12%	7%	2%	?
- O=C(Nn1c(O)c(C=C2N=c3ccccc3=N2)sc1=S)c1ccc(Cl)cc1
 : 1%	?	1.9	-9%	-3%	-4%	-15%	6%	13%
- CCOc1cc(/C=C2\N=C(C)OC2=O)cc(Br)c1OCCc1ccccc1
 : nt	-3%	0.2	-4%	18%	-21%	-12%	?	8%
- CC1=C(C(=O)N(C)CCC#N)C2(CCCCC2)OC1=O
 : 3%	7%	0.9	-1%	34%	-4%	9%	14%	-3%
- O=C(CCCc1nc(-c2ccc(Cl)cc2)no1)N1CCOCC1
 : -17%	7%	1.1	-2%	22%	4%	-10%	-14%	-8%
- COc1cc(/C=C/C(=O)O)cc(OC)c1O
 : 9%	-11%	nt	nt	nt	nt	16%	-2%	nt
- O=C(CC1C(=O)NCCN1C(=O)Nc1ccc(Cl)cc1)Nc1ccc(F)cc1 (stereo not given)
 : 2%	19%	0.5	-1%	28%	-21%	-28%	40µM*	-6%
- Fc1c(F)c(C(F)(F)F)c(F)c(F)c1N1CCN(c2ccc3nnc(C(F)(F)F)n3n2)CC1
 : 2%	23%	0.8	-6%	49%	-10%	-6%	0%	17%
- O=C(c1cc2n(n1)C(C(F)(F)F)CC(c1ccc(F)cc1)N2)N1CCCC1 (stereo not given)
 : nt	20%	nt	-3%	33%	-21%	-7%[60.1 µM]	11%	-5%
- COC(=O)c1cc(OC)c(OC)c(OC)c1NC(=O)c1ccc(S(=O)(=O)N(C)C)cc1
 : nt	14%	0.0	-1%	8%	0%	-2%	-14%	17%
- COc1ccc(S(=O)(=O)N(CC(=O)NCC2CCCO2)C2CCCCC2)cc1OC (stereo not given)
 : 10%	4%	0.2	-6%	46%	3%	3%	-25%	-7%
- N=C1C(c2nc3ccccc3s2)=C(O)CN1C1CCC(O)CC1 (stereo not given)
 : 18%	53%[activator]	0.8	-4%	1%	5%	-5%	-4%	-4%
- COc1ccccc1NC(=O)CSc1nnc(-c2ccccn2)o1
 : 4%	-9%	-0.2	-1%	1%	5%	12%	10%	10%
- CCn1c(SCC(=O)N2CCOCC2)nc2c(c1=O)SC(C)C2 (stereo not given)
 : -4%	-10%	-0.3	-11%	3%	-10%	6%	170%[activator]	5%
- OCCCn1c(-c2ccc(F)cc2)csc1=Nc1ccc(F)cc1
 : -12%	-10%	-2.9	-8%	1%	10%	-16%	?	nt
- COc1cccc(NC(=O)c2ccc3c(c2)N(C)CCS3)c1
 : -9%	-3%	-0.9	-8%	?	211%[activator]	-9%	-5%	18%
- COc1ccccc1N1C(=O)[C@@H]2C(C(=O)CN3C(=O)c4ccccc4C3=O)=NN[C@@H]2C1=O
 : -2%	155%[activator]	-0.1	3%	8%	-1%	-5%	226%[activator]	4%
- CCCCn1c(SCC(=O)NC2CCCC2)nnc1-c1ccco1
 : 7%	101%[activator]	0.1	-5%	18%	-8%	2%	-5%	31%
- Cc1cccc(NC(=O)c2ccc3nc(CCc4ccccc4)oc3c2)c1C
 : -2%	-15%	0.2	2%	4%	102%[activator]	-9%[60.1 µM]	-16%	nt
- O=c1nccc(N/N=C/c2ccccc2O)[nH]1
 : 4%	52%[activator]	0.5	-4%	1%	5%	5%	4%	19%
- CN(C)CCN(C(=O)c1ccc(S(=O)(=O)N(C)c2ccccc2)cc1)c1nc2cc3c(cc2s1)OCO3
 : 16%	29%	0.4	9%	-7%	?	0%	?	5%
- O=C(NN=Cc1ccccc1C(=O)O)c1cccc(S(=O)(=O)Nc2cccc(C(F)(F)F)c2)c1
 : -11%	-16%	nt	nt	nt	nt	-17%	14%	-9%
- C=CCOc1ccc(C2C(C(=O)c3ccco3)=C(O)C(=O)N2CCCN(CC)CC)cc1 (stereo not given)
 : 11%	6%	2.3	-3%	8%	-22%	-10%	-34%	2%

Bioassay records (PubChem BioAssay)
